DNA Pol III inh: inhibitors of bacterial DNA polymerase III holoenzyme; Potency, µM (highest dose often 57.1 µM), for the others: at the highest dose activity change, negative = inhibition; reconstituted DNA polymerase III holoenzyme replication, biochemical; 71,000 compounds, 0.25% hits; also: potency is read from the fitted curve at half-maximal effect; % is scaled to controls: 0 for no effect and ±100 for the full control effect
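Reconstituted *E. coli* holoenzyme (0.35 nM Pol III, 1 nM beta, 154 nM SSB, 2 nM primase) was preincubated with compound for 15 min at RT. Synthesis on 1.4 nM ssM13Gori ran 35 min, then was stopped with PicoGreen/EDTA and read as dsDNA fluorescence.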
ALOX15 inhib: inhibitors of human 15-lipoxygenase (ALOX15); P16050; purified 15hLO-1, xylenol orange hydroperoxide absorbance; Potency, µM (top dose mostly 57.1 µM), for inactives: top-dose activity change, negative = inhibition, most hits filed as inhibitors; 74,000 compounds, 1.4% hits; also: potency is read from the fitted curve at half-maximal effect; % is scaled to controls: 0 for no effect and ±100 for the full control effect; nearly all actives have a fitted effect of over 55% in size
Target sequence (P16050 whole entry, looked up): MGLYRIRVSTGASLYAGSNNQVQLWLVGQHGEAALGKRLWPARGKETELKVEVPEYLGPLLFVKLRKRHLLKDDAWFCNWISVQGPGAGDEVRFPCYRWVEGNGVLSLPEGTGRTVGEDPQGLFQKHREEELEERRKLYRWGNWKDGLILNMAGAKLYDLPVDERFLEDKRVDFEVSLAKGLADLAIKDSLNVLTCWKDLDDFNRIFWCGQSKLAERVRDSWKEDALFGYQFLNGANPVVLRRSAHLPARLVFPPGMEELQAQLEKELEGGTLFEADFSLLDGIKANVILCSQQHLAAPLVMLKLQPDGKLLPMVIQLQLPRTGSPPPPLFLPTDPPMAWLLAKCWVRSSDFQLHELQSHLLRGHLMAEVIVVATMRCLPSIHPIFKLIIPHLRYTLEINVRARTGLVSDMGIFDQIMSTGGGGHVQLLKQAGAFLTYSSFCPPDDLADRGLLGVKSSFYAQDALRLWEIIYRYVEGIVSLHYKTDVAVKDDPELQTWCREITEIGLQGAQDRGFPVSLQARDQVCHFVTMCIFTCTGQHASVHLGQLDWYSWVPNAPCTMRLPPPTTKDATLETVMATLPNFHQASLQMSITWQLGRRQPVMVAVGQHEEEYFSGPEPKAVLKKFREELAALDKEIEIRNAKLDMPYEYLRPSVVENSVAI
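Readout: Fe(III)-xylenol orange absorbance, 573-to-405 nm ratio as reaction progress. Enzyme 40 nM purified human 15hLO-1, substrate 50 uM arachidonic acid, 6 min RT after 15 min compound preincubation; Hepes pH 7.5 buffer with Triton X-100.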
HBB splice mod: alters splicing of the hemoglobin beta chain; Potency, µM (doses to about 46.1 µM), without a hit: at the top dose activation, most hits filed as activators; 65,000 compounds, 0.06% hits; HBB splicing reporter cell assay, activation; EGFP reporter with mutant IVS2-654 intron; response scale: normalised to 500 nM splice-correcting PNA; AID 925; also: potency is read from the fitted curve at half-maximal effect; 0% is about no effect
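Compounds were applied for 2 days to HeLa EGFP-654 cells, 500/well in Optimem with 2% FCS. The reporter's EGFP is disrupted by mis-splicing of beta-globin intron IVS2-654. Readout: summed well GFP fluorescence from 488 nm laser scanning; reference was 500 nM antisense […] 654 PNA.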
Hsp90 Hop PPI: changes Hsp90-Hop TPR2A binding signal, up or down. AlphaScreen TPR2A-His6 binding biotin-Hsp90 C-terminal peptide. Potency, µM (top dose mostly 57 µM), inactives show top-dose activity change, negative = inhibition. 71,000 compounds, 0.44% hits; active = well fitted curve in either direction with a large enough effect; inconclusive = small, poorly fitted or top-dose-only effect, or another doubt; also: potency is read from the fitted curve at half-maximal effect; % is scaled to controls: 0 for no effect and ±100 for the full control effect; many of its hits are not listed in these tables
Ub-GFP proteasome: inhibits proteasome, raising ubiquitin-GFP reporter fluorescence; Ubiquitin-GFP reporter cells, proteasome inhibition, GFP fluorescence; response scale: untreated = 0%, 10 µM MG-132 = 100%; Potency, µM (series often up to 45.9 µM), inactives show at the top dose activation (GFP accumulation), most hits filed as activators; 67,000 tested, under 10 active; active = well fitted activation curve with a large enough effect, not every such curve was filed as active; inconclusive = small, poorly fitted or top-dose-only effect, or another doubt; inactive = no such curve, though single readings can be large or run the other way; also: potency is read from the fitted curve at half-maximal effect
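GFP accumulation read-out: laser plate cytometry counting ubiquitin(G76V)-GFP-expressing U2OS cells after 4 hr compound exposure at 37 °C. Titrations spanned 46 uM to 2.9 nM; 0% = basal, 100% = 10 uM MG-132; concentration-response curves fitted.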
Epigenetic mod: epigenetic modulators derepressing GFP locus in mouse cells. 68,000 compounds, 0.09% hits. mouse C127i GFP locus derepression, cytometry, 30 h. Potency, µM (highest dose often 46.1 µM), for inactives: at the top dose GFP derepression (activation). AID 597; also: % of control where 0% means no effect
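Locus derepression in mouse mammary C127i cells whose integrated CMV-GFP reporter is normally silent; GFP expression after 30 h compound treatment was quantified by counting fluorescent cells.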
FLuc inh: firefly luciferase inhibition. P08659. purified firefly luciferase, luminescence, 8 min. Potency, µM (doses to about 57.1 µM), for the others: top-dose activity change, negative = inhibition, hits mostly inhibitors. 72,000 compounds, 2.2% hits; also: potency is read from the fitted curve at half-maximal effect; % is scaled to controls: 0 for no effect and ±100 for the full control effect; nearly all actives have a fitted effect of over 40% in size
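Titration-based qHTS; buffer 50 mM imidazole pH 7.2, 50 mM KCl, 7 mM MgCl2, 10 uM ATP, 0.01% Tween 20, 0.05% BSA; luciferase/luciferin detector mix added after compound; 8 min, ambient; luminescence.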
CRE-bla Fsk: alters forskolin-stimulated CRE reporter signaling in CHO cells; CHO CRE-bla reporter (cAMP response element driving beta-lactamase), forskolin EC10, beta-lactamase ratio; Potency, µM (top dose mostly 38.2 µM), inactives show top-dose activity change, negative = inhibition, hits mostly activators; 71,000 compounds, 2.5% hits; AID 662; active = well fitted activation curve with a large enough effect in the signal ratio, with a control signal flat, not every such curve was filed as active; inconclusive = small, poorly fitted or top-dose-only effect, or effect the other way, or a change in a side signal; the % refers to the signal ratio; also: potency is read from the fitted curve at half-maximal effect; % of control where 0% means no effect
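Reporter-gene assay: CHO cells with beta-lactamase behind cAMP responsive elements, co-treated with compound and EC10 NKH 477 for 3 hours at 37 degrees Celsius. Activity came from the 460/530 nm CCF4 emission ratio.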
HADH2 inhib: HADH2 (human) dehydrogenase inhibition | recombinant HADH2, NADH fluorescence, beta-hydroxybutyryl-CoA | 73,000 compounds, 3.4% hits | AID 886 | Potency, µM (doses to about 57.1 µM), for inactives: at the highest dose activity change, negative = inhibition, most hits filed as inhibitors; also: potency is read from the fitted curve at half-maximal effect; % is scaled to controls: 0 for no effect and ±100 for the full control effect; nearly all actives have a fitted effect of over 60% in size; many of its hits are not listed in these tables
Target sequence (Q99714 whole entry, looked up, one chain of several): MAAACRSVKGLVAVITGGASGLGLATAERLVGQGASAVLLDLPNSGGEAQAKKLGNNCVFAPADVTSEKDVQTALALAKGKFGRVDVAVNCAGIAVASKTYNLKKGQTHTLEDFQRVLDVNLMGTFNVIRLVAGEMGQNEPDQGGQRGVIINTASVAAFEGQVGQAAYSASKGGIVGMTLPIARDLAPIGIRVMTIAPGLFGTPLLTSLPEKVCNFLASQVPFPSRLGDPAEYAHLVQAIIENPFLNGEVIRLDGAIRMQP
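NADH fluorescence (ex 360/em 450 nm) read every 30 s for 4 min; activity taken as last-minus-first time point difference. Enzyme 20 nM, NAD+ 1 mM, beta-hydroxybutyryl-CoA 90 uM, pH 9.0 Tris buffer.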
Tau fil binding: tau filament binding. Potency, µM (titrated, usually from 57.1 µM), without a hit: top-dose activity change, negative = inhibition. recombinant tau filaments, thioflavin S fluorescence, 15 h; filaments grown with octadecylsulfate alongside compound. 71,000 compounds, 2% hits. P10636. AID 596;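 also: potency is read from the fitted curve at half-maximal effect; % is scaled to controls: 0 for no effect and ±100 for the full control effect; actives lower thioflavin S fluorescence by blocking filaments or displacing dye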
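Assay mix: 1 uM His-tagged tau, 30 uM sodium octadecylsulfate, thioflavine S dye in HEPES/NaCl/DTT buffer. Compound is added prior to the inducer. Fluorescence after 15 h at 37 C.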
ERK AVP block: inhibitors of vasopressin-stimulated ERK signaling pathway. HEK293-V1b, vasopressin-stimulated pERK AlphaScreen. Potency, µM (top dose mostly 57.5 µM), for the others: at the top dose activity, negative = inhibition, most hits filed as inhibitors. 72,000 compounds, 0.99% hits; also: potency is read from the fitted curve at half-maximal effect; % is scaled to controls: 0 for no effect and ±100 for the full control effect; nearly all actives have a fitted effect of over 55% in size
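HEK293 cells stably expressing V1b receptor, preincubated 30 min at 37 °C with compound, then stimulated 5 min with 25 nM vasopressin. Phospho-ERK by AlphaScreen SureFire after 5 h RT; normalized to DMSO and vasopressin; AC50 by Hill fit.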
Numbers without * were called inactive; ? = inconclusive; · = not tested or not shown; [ ] = dose if it differs, or a comment. Unless noted, calls follow the shape of the dose curve; as a rule, active = well fitted curve in the direction sought with a large enough effect; inconclusive = small, poorly fitted or top-dose-only effect, or another doubt; inactive = no such curve, though single readings can be large; an effect the other way counts as inactive or inconclusive. Not all compounds are listed; the hit share may differ from the screen's.

Second line of a record: HADH2 inhib	Hsp90 Hop PPI	CRE-bla Fsk	ALOX15 inhib	DNA Pol III inh	FLuc inh	Tau fil binding	ERK AVP block	HBB splice mod	Ub-GFP proteasome	Epigenetic mod
- CS(=O)(=O)c1ccc(N2CCN(C3CC(=O)NC3=O)CC2)cc1 (centres undefined)
  -14%	-2%	0%	7%	-5%	0%	-1%	-18%	0.6%	0%	-3%
- CN(C)CCNc1c2c(c(C#N)c3nc4ccccc4n13)CCCC2
  1%	-4%	10%	1%	2%	-1%	13%	12%	·	-2%	-1%
- CC(C)c1ccc(-c2nc3c([nH]2)c(=O)n(C)c(=O)n3C)cc1
  20%	-2%	-4%	4%	-3%	1%	12%	-2%	-0.2%	4%	2%
- COc1ccc(-c2nc(-c3cccc(C(F)(F)F)c3)no2)cc1OC
  1%	0%	11%	2%	-5%	1%	49%	9%	-4.5%	-13%	8%
- CC1=C(C(=O)OCc2ccccc2)C(c2ccc(N3CCOCC3)cc2)NC(=O)N1 (centres undefined)
  7%	-9%	0%	-1%	4%	0%	-14%	-1%	-2.9%	-9%	5%
- COc1cccc2oc(-c3ccc(O)cc3)cc(=O)c12
  -26%	-1%	?	-7%[25.6 µM]	-4%	?	?	-9%	·	11%	-5%[9.22 µM]
- CCN(CC)c1ccc(CN(C(=O)c2cc(OC)c(OC)c(OC)c2)C2CCS(=O)(=O)C2)cc1 (centres undefined)
  7%	-12%	13%	-10%	-4%	0%	-12%	-26%	2.6%[57.5 µM]	3%	0%
- COc1ccccc1N1CCN(C(=O)CSc2nnc3n2C(C)(C)Cc2ccccc2-3)CC1
  -2%	-4%	5%	-5%	11%	1%	-3%	-9%	·	-1%	0%
- CCOc1c2c(nc3ccc(Cl)cc13)CCC2
  -12%	5%	?	2%	-1%	3%	15%	7%	-0.4%[1.84 µM]	-10%	0%
- Cc1ccc2c(c1)N(CC(=O)NC1CCCc3ccccc31)C(=O)CO2 (centres undefined)
  8%	-4%	-16%	3%	-6%	1%	342%	27%	-0.3%	14%	-1%
- CCOc1ccc(OCC)c(NS(=O)(=O)c2ccc3c(c2)n(C)c(=O)c(=O)n3C)c1
  -1%	-7%	?	-1%	-8%	0%	-14%	19%	-2.0%	0%	3%
- COC(=O)C1=C(C(C)=O)C(c2ccc(C(=O)OC)cc2)n2nnnc2N1 (centres undefined)
  -5%	8%	12%	2%	-2%	1%	6%	16%	1.4%	0%	11%
- N[C@]1(C(=O)O)CCc2cc(P(=O)(O)O)ccc21
  6%	-1%	8%	?	-8%	2%	7%	1%	·	-2%	5%
- O=C(Nc1ccc(Cl)cn1)c1cc(S(=O)(=O)N2CCCCC2)ccc1Cl
  13%	0%	20%	-2%	-4%	-1%	74%	-4%	-0.5%	6%	0%
- CC(=O)Nc1ccn(-c2ccccc2)n1
  ?	-3%	-9%	-9%	3%	-2%	-5%	-10%	2.5%	-2%	-2%
- Fc1ccc(NCc2cccnc2)cc1
  2%	-7%	-2%	12%	1%	1%	-7%	-27%	-3.3%	1%	2%
- COc1ccccc1N1CCN(C(=O)c2ccoc2C)CC1
  -12%	-4%	-13%	-6%	-3%	2%	9%	-10%	-0.7%[57.5 µM]	14%	4%
- O=c1cc(N2CCN(c3ccccc3)CC2)[nH]c(=O)n1-c1ccccc1Cl
  2%	-6%	7%	8%	-3%	1%	13%	-1%	-1.1%	7%	0%
- CCN(CC)CCn1c(=S)[nH]c2ccccc2c1=O
  -11%[11.4 µM]	-4%[11 µM]	-3%[7.6 µM]	-2%[11.4 µM]	-12%[11.4 µM]	0%	-1%[11.4 µM]	4%	-0.9%[0.0738 µM]	5%[9.17 µM]	2%
- C1=C(c2cccc3ccccc23)N2CCN=C2S1
  -5%	-5%	?	17%	-4%	1%	24%	-13%	-0.9%	-3%	-2%
- CCC(C)NC(=O)CS(=O)(=O)Cc1nc(-c2cccc(OC)c2)oc1C (centres undefined)
  3%	-1%	5%	2%	-9%	-8%	4%	-16%	-0.3%	0%	-3%
- Cn1c(=O)n(Cc2ccccc2)c(=O)c2c1nc1n2CCCN1C1CCCCC1
  -14%	-4%	?	3%	-2%	6%	-7%	0%	3.1%[0.369 µM]	·	-2%
- Clc1ccc(Nc2ncnc3c2cnn3-c2ccccc2)cc1
  ?	7%	29%	-19%	2%	?	70%	·	0.0%	-2%	·
- Cn1c(SCC(=O)NCc2cccs2)nnc1-c1ccc(S(=O)(=O)N2CCCC2)cc1
  -7%	-2%	-4%	7%	4%	1%	0%	3%	0.3%[57.5 µM]	1%	2%
- O=C(COC(=O)c1cccnc1)Nc1cccc(Cl)c1
  9%	-2%	-2%	6%	-4%	-3%	-11%	-7%	·	0%	2%
- COc1ccc(O[C@H]2C=C[C@@H](c3ccccc3)O[C@H]2COC(=O)CC/C(C)=N\OC[C@@H](C)[C@H](OCc2ccccc2)C(C)C)cc1
  -1%[11.4 µM]	·	·	10%[11.4 µM]	·	1%[11.4 µM]	·	-20%[11.5 µM]	-0.3%[9.22 µM]	·	·
- O=C(CSc1nnc(CCCO)n1-c1ccccc1)NCCc1ccccc1
  -14%	-1%	-2%	2%	0%	3%	4%	-6%	1.3%	6%	-2%
- CCOc1ccccc1N(CC(=O)Nc1ccccc1C(=O)O)S(C)(=O)=O
  3%	-2%	0%	8%	-3%	0%	14%	-2%	-4.1%	-4%	1%
- CNS(=O)(=O)c1cccc(C(=O)OCc2cc(Cl)cc3c2OCOC3)c1
  -5%	2%	17%	-12%	1%	2%	5%	?	2.5%[57.5 µM]	2%	-2%
- Cc1ccc(C)c(/C(O)=C2\C(=O)C(=O)N(CCCN(C)C)C2c2cccnc2)c1 (centres undefined)
  -10%	3%	1%	9%	-6%	5%	-11%	0%	·	-5%	0%

Brought forward from above: 2 compounds, followed by the next part.
Second line of a record: HADH2 inhib	Hsp90 Hop PPI	CRE-bla Fsk	ALOX15 inhib	DNA Pol III inh	FLuc inh	Tau fil binding	ERK AVP block	HBB splice mod	Ub-GFP proteasome	Epigenetic mod
- CNS(=O)(=O)c1cccc(C(=O)OCc2cc(Cl)cc3c2OCOC3)c1
  -5%	2%	17%	-12%	1%	2%	5%	?	2.5%[57.5 µM]	2%	-2%
- Cc1ccc(C)c(/C(O)=C2\C(=O)C(=O)N(CCCN(C)C)C2c2cccnc2)c1 (centres undefined)
  -10%	3%	1%	9%	-6%	5%	-11%	0%	·	-5%	0%
- COc1ccc(Oc2ncc3nc(C)c(=O)n(C[C@H]4CCCO4)c3n2)cc1
  -4%	-5%	?	4%	7%	1%[11.4 µM]	-10%	-25%	1.9%	11%	2%[9.22 µM]
- CCC(C)NC(=O)Cn1c(=O)n(-c2ccccc2)c(=O)c2ccc(C(=O)NCc3ccco3)cc21 (centres undefined)
  -4%	2%	?	3%	-1%	-3%	5%	17%	-2.0%	-3%	1%
- COc1ccc(CC2S/C(=C(\C#N)C(=O)NCc3ccco3)N(c3ccc(C)cc3)C2=O)cc1 (centres undefined)
  -2%	-4%	?	6%	0%	2%	89%	-14%	-0.9%[57.5 µM]	-5%	-2%
- CCCCN1CCc2c([nH]c3c(C)cccc23)C1=O
  -10%	-3%	-2%	?	-4%	-4%	15%	18%	-1.1%	13%	-1%
- COCCNC(=O)CCSCc1ccccc1F
  7%	1%	?	10%	-8%	1%	5%	28%	3.6%	-7%	2%

An excerpt taken from the entries so far:
Second line of a record: HADH2 inhib	Hsp90 Hop PPI	CRE-bla Fsk	ALOX15 inhib	DNA Pol III inh	FLuc inh	Tau fil binding	ERK AVP block	HBB splice mod	Ub-GFP proteasome	Epigenetic mod
- CCCCN1CCc2c([nH]c3c(C)cccc23)C1=O
  -10%	-3%	-2%	?	-4%	-4%	15%	18%	-1.1%	13%	-1%
- COCCNC(=O)CCSCc1ccccc1F
  7%	1%	?	10%	-8%	1%	5%	28%	3.6%	-7%	2%

Compound activity (PubChem BioAssay)
